Source: PubChem (Emory University Molecular Libraries Screening Center)
14-3-3 PPI: modulators of human 14-3-3 gamma - Raf peptide interaction; P61981; FP, 14-3-3gamma / TMR-pS259-Raf peptide binding; inhibition, % at 40 µM; 160,000 compounds, 0.19% hits; AID 422; in the data active = inhibition above about 30%;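 also: 0% = protein plus tracer without compound and 100% = blank with tracer alone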
Target sequence (P61981 whole entry, looked up): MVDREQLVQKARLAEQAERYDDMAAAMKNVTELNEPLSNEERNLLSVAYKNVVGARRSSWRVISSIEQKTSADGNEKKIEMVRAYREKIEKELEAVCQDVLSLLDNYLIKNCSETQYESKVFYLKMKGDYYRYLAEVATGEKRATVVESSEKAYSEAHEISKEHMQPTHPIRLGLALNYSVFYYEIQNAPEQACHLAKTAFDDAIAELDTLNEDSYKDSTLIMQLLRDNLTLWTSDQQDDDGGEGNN
* hit, by the source's call; & = joins results of further samples. This is a subset (hit frequency here may not be typical).

A first look, 17 compounds:
molecule	14-3-3 PPI
CCOC(=O)C(C)Oc1cccc2c(=O)n(CC(=O)N3CCN(C(=O)OCC)CC3)ccc12 (centres undefined)	5
CCN(CC)CC#CCOC(c1ccccc1)c1ccccc1	-8
CN1C(=O)C(=O)c2cc(Br)ccc21	-14
Cc1cccc(Nc2ncnc3[nH]ncc23)c1	-4
COc1ccc2nc(NC(=O)c3sc4nc(C)ccc4c3N)sc2c1	-10
CCN(C(=O)c1cc2cc(OC)ccc2oc1=O)c1ccccc1	-3
CCOC(=O)c1c(NC(=O)C2CC2)sc(C(=O)Nc2ccccc2)c1C	-10
Cn1c(C(=O)OC(C(=O)NC2CCCC2)c2cccnc2)cc2sccc21 (centres undefined)	-14
CCC(=O)N1c2ccc(S(=O)(=O)NCCN3CCN(CC)CC3)cc2CC1C (centres undefined)	4
CC1CCCC(NC(=O)CC(C(=O)N2CCc3ccccc32)n2ccnc2)C1C (centres undefined)	-2
CCCSc1nnc2c(n1)OC(c1cc(OC)c(OC)c(OC)c1)N(C(C)=O)c1ccccc1-2 (centres undefined)	0
CCOc1ccc(C2C(C(=O)OC)=C(C)NC3=C2C(=O)CC(C)(C)C3)cc1 (centres undefined)	-3
COc1ccc(S(=O)(=O)Nc2ccccc2C(=O)NC(C)C)cc1OC	-5
COc1ccc(N2CCN(c3ccc(NC(=O)C4CCCCC4)cc3C#N)CC2)cc1	5
CCS(=O)(=O)N1CCCC(C(=O)NCCc2ccccc2)C1 (centres undefined)	-6
Cc1ccccc1C(=O)Nc1c2c(nn1-c1cccc(Cl)c1)CSC2	8
Cc1cc(C)n(-c2nc3nonc3nc2-n2nc(C)cc2C)n1	-5

The list itself, previewed entries included:
molecule	14-3-3 PPI
CCOC(=O)C(C)Oc1cccc2c(=O)n(CC(=O)N3CCN(C(=O)OCC)CC3)ccc12 (centres undefined)	5
CCN(CC)CC#CCOC(c1ccccc1)c1ccccc1	-8
CN1C(=O)C(=O)c2cc(Br)ccc21	-14
Cc1cccc(Nc2ncnc3[nH]ncc23)c1	-4
COc1ccc2nc(NC(=O)c3sc4nc(C)ccc4c3N)sc2c1	-10
CCN(C(=O)c1cc2cc(OC)ccc2oc1=O)c1ccccc1	-3
CCOC(=O)c1c(NC(=O)C2CC2)sc(C(=O)Nc2ccccc2)c1C	-10
Cn1c(C(=O)OC(C(=O)NC2CCCC2)c2cccnc2)cc2sccc21 (centres undefined)	-14
CCC(=O)N1c2ccc(S(=O)(=O)NCCN3CCN(CC)CC3)cc2CC1C (centres undefined)	4
CC1CCCC(NC(=O)CC(C(=O)N2CCc3ccccc32)n2ccnc2)C1C (centres undefined)	-2
CCCSc1nnc2c(n1)OC(c1cc(OC)c(OC)c(OC)c1)N(C(C)=O)c1ccccc1-2 (centres undefined)	0
CCOc1ccc(C2C(C(=O)OC)=C(C)NC3=C2C(=O)CC(C)(C)C3)cc1 (centres undefined)	-3
COc1ccc(S(=O)(=O)Nc2ccccc2C(=O)NC(C)C)cc1OC	-5
COc1ccc(N2CCN(c3ccc(NC(=O)C4CCCCC4)cc3C#N)CC2)cc1	5
CCS(=O)(=O)N1CCCC(C(=O)NCCc2ccccc2)C1 (centres undefined)	-6
Cc1ccccc1C(=O)Nc1c2c(nn1-c1cccc(Cl)c1)CSC2	8
Cc1cc(C)n(-c2nc3nonc3nc2-n2nc(C)cc2C)n1	-5
Cc1cc(I)ccc1NC(=O)c1ccc([N+](=O)[O-])cc1Cl	-6
CCOC(=O)C1=C(C)Nc2nnnn2C1c1ccccc1 (centres undefined)	6
CC(=O)c1sc(Nc2ccc(N(C)C)cc2)nc1C	-7
C=CCSc1nnc2c(n1)OC(c1cccc(OC)c1OCC(=O)O)Nc1ccccc1-2 (centres undefined)	-2
CCOC(=O)c1cc2c(=O)n3ccccc3nc2n(CCCOC)c1=NC(=O)c1cccc(Br)c1	1
Cc1c(C(=O)NC2CCCC2)oc2ccc(S(=O)(=O)N3CCCC(C)C3)cc12 (centres undefined)	-2
Cc1ccc(C(=O)NCc2n[nH]c(=S)n2-c2cccc(C(F)(F)F)c2)cc1C	0
Cc1ccc(S(=O)(=O)n2nc(C#N)c(C#N)c2N)cc1	0
COc1ccc(N(CC(=O)NCc2ccccc2OC)S(=O)(=O)c2c(C)nn(C)c2C)cc1	0
Cc1ccc(C(=O)N2CCN(c3ccc([N+](=O)[O-])c(NCc4cccnc4)c3)CC2)cc1	-11
O=C(O)CSc1nc2ccccc2o1	-6&-1
Cc1cc(=O)n2nc(N3CCC(C(=O)N4CCN(C)CC4)CC3)sc2n1	-13
CCOc1cc2c(cc1OCC)C1C(C(=O)NCc3cc(Br)ccc3OC)c3ccccc3C(=O)N1CC2 (centres undefined)	0
CCc1ccc(OCC2c3cc(OC)c(OC)cc3CCN2C(=O)C2CCCCC2)cc1 (centres undefined)	-39
O=C(Nc1ccccc1C(F)(F)F)c1coc(=O)c2ccccc12	-6
COc1ccccc1Nc1ncnc2c1cnn2-c1cccc(C)c1	1
CCOc1ccccc1CNC(=O)C1CCN(S(=O)(=O)c2ccc(C)cc2)CC1	10
Cc1cccc(C(=O)N2N=C(CCC(C)C)CC2(O)C(F)(F)F)c1 (centres undefined)	0
CCC(C)NC(=O)Cn1nc(-c2ccc(C)cc2)ccc1=O (centres undefined)	-18
CC(=O)Nc1nc2ccccc2[nH]1	-12
COc1ccc(OC)c(Nc2nc(-c3cccnc3)cs2)c1	-6
Cc1nc2c(C(=O)NC3CCCC3)cnn2c(C)c1Cc1ccccc1F	-14
CC1CCCC(NC(=O)C2c3ccccc3C(=O)N2C2CCCCCC2)C1C (centres undefined)	2
CC(NC(=O)c1cccs1)C(c1cccs1)N1CCN(Cc2ccccc2)CC1 (centres undefined)	4
c1coc(-c2cc(C3CCNCC3)[nH]n2)c1	42*
C=CCn1c(SCC(=O)NCc2ccco2)nc2sc3c(c2c1=O)CCCCC3	-2
Brc1ccccc1CN1CCN(C2CCN(Cc3ccccc3)CC2)CC1	14
COC(=O)C1=C(CN2CCc3ccccc32)NC(=O)NC1c1cc(C)ccc1C (centres undefined)	-4
COC(=O)C1=C(C)N(C)C(=O)NC1c1cc(Cl)cc(Cl)c1OC (centres undefined)	-8
CS(=O)(=O)N1N=C(c2ccc(Br)cc2)CC1c1ccco1 (centres undefined)	-267
O=[N+]([O-])c1cccc(-c2nnc(C34CC5CC(CC(C5)C3)C4)o2)c1	-5
Cn1c(NC(=O)c2cc(-c3ccc(Br)cc3)nc3ccccc23)cc(=O)n(C)c1=O	-15
CCCCOC(=O)N1CCOCCOCCN(C(=O)OCCCC)CCOCCOCC1	0
O=C(OCc1cnc(-c2ccccc2)o1)c1ccco1	-13
Cc1cc(NC(=O)c2oc(=O)c3ccccc3c2-c2ccccc2)ccc1Br	2
CCOc1ccc(NC(=O)COc2ccc(C)cc2)c([N+](=O)[O-])c1	7
c1cncc(CSc2nnc(-c3cccnc3)n2Cc2ccco2)c1	-5
c1ccc(-c2cnnc(SCc3cn4cccnc4n3)n2)cc1	0
Oc1ccc(C2CNCc3sccc32)cc1O (centres undefined)	-2
O=C(NCC12CC3CC(CC(C3)C1)C2)c1ccccc1	4
CCOC(=O)C1CCN(S(=O)(=O)c2ccc3c(c2)CCN3C(C)=O)CC1	-8
CC1=NN(C(=O)c2csc(C)c2C)C(O)(C(F)(F)F)C1 (centres undefined)	-2
O=C1C(Cl)=C(NCCCN2CCOCC2)C(=O)N1CCc1ccccc1	-3

Next part:
molecule	14-3-3 PPI
CC1CN=C(N(Cc2ccccc2Cl)C(=O)Nc2cccc(Cl)c2)S1 (centres undefined)	18
CCN(CC)c1ccc(/C=N/n2c(C)cc(C)cc2=O)cc1	3
COc1ccc(CNc2nccs2)c(O)c1	-13
CCc1ccc2nc(NC(=O)c3ccc4c(=O)[nH]c(CN5CCOCC5)nc4c3)sc2c1	-5
COc1ccc(-c2nc(CCNC(=O)c3ccco3)cs2)cc1OC	-2
Cc1ccc(S(=O)(=O)Cn2nnnc2C(c2ccc(F)cc2)N2CCCCC2)cc1 (centres undefined)	-1
Fc1ccccc1C1C2=C(Nc3ncnn31)c1ccccc1OC2c1cccc(Br)c1 (centres undefined)	0
CCC1Oc2ccc(C)cc2N(CC(=O)NCCCN2CCN(c3ccccc3F)CC2)C1=O (centres undefined)	-3
O=C(OCC#CCSc1nnc(-c2ccc(Br)cc2)o1)c1ccco1	-5&5
CCOc1ccccc1NC(=O)C1CCN(S(=O)(=O)c2cc(Br)cc3c2N(C(C)=O)CC3)CC1	-2
Cc1nn(-c2ccc(Cl)cc2)c(C)c1-c1cccc([N+](=O)[O-])c1	7
CC1CCc2c(sc3nc(-c4ccco4)oc(=O)c23)C1 (centres undefined)	-2
CCS(=O)(=O)Nc1c(C(=O)O)[nH]c2ccccc12	-3
Clc1ccccc1CNCc1cn2c(-c3ccc(Br)cc3)nnc2s1	2
CCOc1ccc(N2C(=O)C3C(c4ccccc4)OC4(C(=O)c5ccccc5C4=O)C3C2=O)cc1 (centres undefined)	-17
CCOC(=O)c1ccccc1NC(=O)CC(C)CC(=O)O (centres undefined)	-8
CCN1CCCC1CNC(=O)c1ccc2c(=O)n(Cc3ccc(Cl)cc3)c(=S)[nH]c2c1 (centres undefined)	-12
COC(=O)C1=C(N)Oc2cc(C)[nH]c(=O)c2C1c1ccncc1 (centres undefined)	-4
Cn1cccc1Cc1nnc(SCC(=O)Nc2ccc3c(c2)OCO3)n1-c1ccc(F)cc1	2
COC(=O)C1C(=O)C2=C(CC1C)NC(C)=C(C(=O)OC(C)C)C2c1ccccc1C (centres undefined)	4
Cc1cccc(CCNC(=O)C2CCN(S(=O)(=O)c3cccnc3)CC2)c1	2
COc1ccc(N(CC(=O)N2CCCCC2)S(=O)(=O)c2ccccc2)c(OC)c1	4
CCOc1ccc(C(=O)Nc2ccc(-n3nncc3-c3ccc(Br)cc3)cc2)cc1OCC	-5
CC(C)N(Cc1nc(-c2ccccc2)no1)C(=O)COc1ccccc1	-1
CC(C)c1ccc(-c2nc(N3CCOCC3)[nH]c(=O)c2C#N)cc1	4&1
O=C(CCSCc1ccccc1F)NCc1ccc(F)cc1	-4
CCOC(=O)CC1NCC2c3ccccc3CCN2C1=O (centres undefined)	5
Cc1nc2ccc(NC(=O)c3ccc(C#N)cc3)cc2s1	-5
Cc1[nH]c2ccc(-c3n[nH]c(=S)n3C)cc2c1C	-2&7
NC(=O)CN1CCOCCN(CC(N)=O)CCOCC1	4&-5
Cc1ccc(Cn2c(SCC(=O)N3CCCC3)nc3c(sc4ccc([N+](=O)[O-])cc43)c2=O)cc1	-4
CCC(=O)Oc1ccc(OC)cc1C1Oc2nc(SC)nnc2-c2ccccc2N1C(=O)CC (centres undefined)	6
COc1ccc2c(c1)CCc1c(C(=O)Nc3cc(C)ccc3O)noc1-2	-3
NS(=O)(=O)c1ccc(NC(=O)CSc2ccccn2)cc1	-5&-2
Cc1ccc(S(=O)(=O)N2CCN(CCO)CC2)cc1-c1nnc2c3ccccc3c(C)nn12	14
O=C(NC1CC2CCCC(C1)N2C(=O)NCc1ccccc1)C1CC1 (centres undefined)	-5
CCCC(=O)N1c2ccccc2-c2nnc(SC)nc2OC1c1ccc(OC)cc1OC (centres undefined)	2
COc1ccc(S(=O)(=O)N(CC(=O)Nc2c(C)cccc2C)c2ccc(Cl)cc2)cc1	-1
Cc1onc(-c2ccccc2Cl)c1C(=O)Nc1cnn(Cc2ccccc2)c1	-6&-6
O=C(CC1(O)C(=O)Nc2ccccc21)c1cc(O)ccc1O (centres undefined)	2
COC(=O)c1c(-c2ccc(C)cc2)csc1N	-4
O=C1C2C(c3ccccc3Cl)OC3(C(=O)c4ccccc4C3=O)C2C(=O)N1c1ccc([N+](=O)[O-])cc1 (centres undefined)	-24
COc1ccc(C2=NN3C(C2)c2ccccc2OC32CCCCC2)cc1 (centres undefined)	-30
CCOc1ccc(S(=O)(=O)N2CCN(c3ccc(F)cc3)CC2)c2ccccc12	-2
Cc1ccc(NC(=O)c2cc3cc(Cl)ccc3oc2=N)cc1	-2
Cc1cc2oc3c(c(=O)c2cc1C)C(c1ccc(C(C)C)cc1)N(CCCN1CCOCC1)C3=O (centres undefined)	-7
CCOc1ccc(C2C(=O)N(C3CCCCC3)CC(=O)N2CC2CCCO2)cc1OC (centres undefined)	5&3
Cc1ccc(C(C)n2cc(C(=O)NCCN3CCN(C)CC3)nn2)cc1 (centres undefined)	-1
Nc1ccc(C=Cc2ccc([N+](=O)[O-])cc2)cc1	-51
CCOC(=O)c1cnc(SCC(=O)c2ccc3c(c2)OCCO3)nc1N	-4
COc1ccc2c(CC(=O)OCC(=O)c3ccc(F)cc3)coc2c1	-8
Cc1ccc(S(=O)(=O)N2CCCc3ccccc32)cc1	-3
C=CCSc1nc2c(c(=O)[nH]c(=O)n2C)n1CC	0
Cc1c(NC(=O)c2ccc3c(c2)OCO3)cccc1-c1nc2ccccc2o1	0
Cc1cccc(NC(=O)c2nnn(-c3cccc(C(F)(F)F)c3)c2N)c1	-2
CNS(=O)(=O)c1cccc2nsnc12	21&3
CCCNC(=O)CS(=O)Cc1nc(-c2cccc(OC)c2)oc1C (centres undefined)	-1
COc1cc(-n2c(C)nc3cc(C(=O)N4CCOCC4)ccc32)cc(OC)c1OC	-7&-12
COc1ccc(C2CC(C(F)(F)F)n3nc(C(=O)N4CCN(c5ccc(F)cc5)CC4)c(Cl)c3N2)cc1OC (centres undefined)	0
